MCF10A rereplic: induces DNA re-replication in MCF 10a normal breast cells. MCF 10A DNA re-replication, Hoechst nuclear intensity, 48 h. Potency, µM (series often up to 46.1 µM), for inactives: at the top dose activity, positive = re-replication, most hits filed as activators. 350,000 compounds, 2.9% hits; further: potency means the concentration at half of the fitted maximal effect; % of control where 0% means no effect; nearly all actives have a fitted effect of over 50% in size
WRN inhibitor: WRN helicase (human) inhibition | Q14191 | WRN helicase unwinding, fluorescent forked duplex, kinetic | Potency, µM (top dose mostly 114 µM), for the others: at the highest dose activity change, negative = inhibition, hits mostly inhibitors | 360,000 compounds, 0.46% hits; further: potency means the concentration at half of the fitted maximal effect; on the % scale 0 is the no-effect control and ±100 the full control effect; nearly all actives have a fitted effect of over 55% in size
Target sequence (Q14191 whole entry, looked up): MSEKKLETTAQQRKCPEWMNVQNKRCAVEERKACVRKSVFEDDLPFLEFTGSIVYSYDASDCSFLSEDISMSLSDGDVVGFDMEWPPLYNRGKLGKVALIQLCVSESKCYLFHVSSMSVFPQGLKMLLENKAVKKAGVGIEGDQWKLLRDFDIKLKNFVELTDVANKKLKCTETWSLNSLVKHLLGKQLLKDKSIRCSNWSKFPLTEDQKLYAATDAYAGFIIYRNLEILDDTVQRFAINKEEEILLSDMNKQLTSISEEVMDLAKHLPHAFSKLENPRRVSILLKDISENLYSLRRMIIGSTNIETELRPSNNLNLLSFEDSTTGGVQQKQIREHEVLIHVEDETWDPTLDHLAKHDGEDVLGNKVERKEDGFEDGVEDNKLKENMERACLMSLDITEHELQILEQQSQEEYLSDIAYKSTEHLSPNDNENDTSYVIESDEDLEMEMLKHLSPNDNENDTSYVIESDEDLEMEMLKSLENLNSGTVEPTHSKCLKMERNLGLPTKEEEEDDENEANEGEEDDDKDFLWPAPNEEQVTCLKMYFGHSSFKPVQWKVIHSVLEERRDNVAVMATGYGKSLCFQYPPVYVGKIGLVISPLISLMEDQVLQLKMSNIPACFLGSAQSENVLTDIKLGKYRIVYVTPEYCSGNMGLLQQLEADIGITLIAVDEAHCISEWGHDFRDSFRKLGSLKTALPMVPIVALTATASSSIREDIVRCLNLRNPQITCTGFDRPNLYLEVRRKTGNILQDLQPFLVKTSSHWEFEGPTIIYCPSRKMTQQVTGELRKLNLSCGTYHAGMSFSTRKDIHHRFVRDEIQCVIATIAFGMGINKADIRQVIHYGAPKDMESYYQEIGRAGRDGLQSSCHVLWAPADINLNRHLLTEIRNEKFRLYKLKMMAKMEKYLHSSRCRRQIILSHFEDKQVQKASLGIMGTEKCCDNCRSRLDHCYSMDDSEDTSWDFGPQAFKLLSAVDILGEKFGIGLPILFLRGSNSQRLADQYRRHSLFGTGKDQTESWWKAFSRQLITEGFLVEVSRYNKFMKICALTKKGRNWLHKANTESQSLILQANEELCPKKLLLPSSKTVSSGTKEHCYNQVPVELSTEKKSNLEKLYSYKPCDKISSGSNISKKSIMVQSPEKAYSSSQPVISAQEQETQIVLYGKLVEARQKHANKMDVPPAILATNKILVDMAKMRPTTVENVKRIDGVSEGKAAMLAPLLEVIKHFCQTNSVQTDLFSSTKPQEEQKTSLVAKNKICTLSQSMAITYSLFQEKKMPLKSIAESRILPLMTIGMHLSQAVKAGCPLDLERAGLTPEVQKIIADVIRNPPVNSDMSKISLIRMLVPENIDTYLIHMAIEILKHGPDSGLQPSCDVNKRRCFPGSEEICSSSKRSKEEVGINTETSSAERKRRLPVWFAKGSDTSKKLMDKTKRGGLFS
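Primary qHTS, 1536-well format. 20 nM WRN + compound, 15 min RT; start with 100 nM forked fluorophore/quencher duplex, 2 mM ATP (final); kinetic read ex 525/em 598 nm.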
HT1080 IDH1KD tx: toxicity to HT-1080 IDH1 knockdown cells (counter line) | AID 686971 | HT-1080 IDH1 knockdown viability, ATP luminescence, 48 h | 360,000 compounds, 2% hits | Potency, µM (doses to about 46.1 µM), inactives show at the highest dose activity, negative = toxicity, hits mostly cytotoxic;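 further: potency means the concentration at half of the fitted maximal effect; 0% = DMSO wells and -100% = cell-free medium wells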
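Using the IDH1-knockdown HT-1080 line run in the same batch and compound series as the NT line, viability after 48 h at 37 °C was determined by CellTiter-Glo luminescence and expressed as % activity.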
ATXN2 expr inh: reduces ATXN2 reporter expression in HEK-293 cells; 360,000 compounds, 0.72% hits; HEK-293 ATXN2-luciferase reporter, luminescence, 24 h; Potency, µM (titrated, usually from 57 µM), for inactives: top-dose activity change, negative = inhibition, most hits filed as inhibitors; AID 1745845; further: potency means the concentration at half of the fitted maximal effect; on the % scale 0 is the no-effect control and ±100 the full control effect; nearly all actives have a fitted effect of over 55% in size
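qHTS (up to 57 uM final) was run with 24 h compound exposure of reporter cells at 37 °C. Each well was multiplexed: SteadyGlo luminescence measured ATXN2-luciferase expression after a fluorogenic Gly-Phe-AFC viability readout (25 uM final).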
IL-1B inflam inh: inflammasome signaling inhibition, IL-1 beta readout | activity change, % at 57.5 µM | AID 743279 | THP-1 LPS/ATP IL-1B secretion, AlphaLISA, 16 h; active compounds read low | 360,000 compounds, 4.7% hits; in the data active means activity change below about -50%; inconclusive means mostly about -30% to -49%; further: on the % scale 0 is the no-effect control and ±100 the full control effect
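Secreted IL-1B measured by AlphaLISA bead assay after 16 h compound exposure of THP-1 cells; compounds (final up to 57.5 uM) added 1 h before LPS (250 ng/mL) and ATP (1.25 mM) stimulation; lower signal means less secretion.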
KB-3-1 tox: kills parental KB-3-1 adenocarcinoma cells; 400,000 compounds, 1.4% hits; Potency, µM (top dose mostly 46.1 µM), inactives show at the highest dose activity change, negative = cytotoxic, most hits filed as cytotoxic; KB-3-1 viability, CellTiter-Glo ATP luminescence, 72 h; AID 1347075; further: potency means the concentration at half of the fitted maximal effect; on the % scale 0 is the no-effect control and ±100 the full control effect; nearly all actives have a fitted effect of over 60% in size
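Luminescent ATP read-out (CellTiter-Glo) measures survival of drug-naive KB-3-1 cells after 72 h compound exposure at 37 °C. Titration series was screened from lowest to highest concentration, with DMSO vehicle plates as background controls.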
KB-V1 cytotox: KB-V1 MDR subline cytotoxicity. 400,000 compounds, 3.4% hits. AID 1347076. Potency, µM (series often up to 46.1 µM), inactives show top-dose activity change, negative = cytotoxicity, usual class: cytotoxic. KB-V1 MDR cells viability, CellTiter-Glo, 72 h; further: potency means the concentration at half of the fitted maximal effect; on the % scale 0 is the no-effect control and ±100 the full control effect; nearly all actives have a fitted effect of over 60% in size
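Readout: CellTiter-Glo luminescence, 10 min after addition. Cells: KB-V1 MDR subline, 72 h at 37 degrees C with compound. Analysis: corrected, normalized data fitted to concentration-effect curves.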
HT1080-NT tox: kills 2HG-producing HT-1080-NT fibrosarcoma cells; HT-1080-NT fibrosarcoma viability, CellTiter-Glo ATP luminescence, 48 h; Potency, µM (series often up to 46.1 µM), for inactives: at the top dose activity, negative = less viability, hits mostly cytotoxic; 360,000 compounds, 1.6% hits;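 further: NT is the 2HG producing partner of a matched IDH1 knockdown line; potency means the concentration at half of the fitted maximal effect; 0% = DMSO-treated cells and -100% = media-only wells without cells; nearly all actives have a fitted effect of over 55% in size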
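Luminescent CellTiter-Glo readout after 48 hours of compound exposure at 37 degrees C defined viability of HT-1080-NT cells. Activity was normalized to DMSO wells and cell-free media wells; concentration-response curves were fitted and assigned curve classes.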
SW480 rerep: inducers of DNA re-replication in SW480 colon cancer cells; Potency, µM (titrated, usually from 46.1 µM), for inactives: top-dose re-replication activation, actives largely listed as activators; AID 624297; SW480 DNA re-replication, Hoechst DNA content imaging, 48 h; 340,000 compounds, 1.8% hits; further: potency means the concentration at half of the fitted maximal effect; % of control where 0% means no effect; nearly all actives have a fitted effect of over 55% in size
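Hoechst fluorescence of nuclei (405 nm excitation, 500-530 nm emission) measured by plate-scanning imager after 48 hr compound exposure at 37 C; re-replication scored as increased number of nuclei with elevated intensity.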
Numbers without * were called inactive; i = inactive; ? = inconclusive; · = no result given; [ ] = remark or other dose. Unless noted, the call rests on the fitted dose curve; in most records, active means well fitted curve in the direction sought with a large enough effect; inconclusive means small, poorly fitted or top-dose-only effect, or another doubt; inactive means no such curve, though single readings can be large; an effect the other way counts as inactive or inconclusive.

Molecule,MCF10A rereplic,WRN inhibitor,HT1080 IDH1KD tx,ATXN2 expr inh,IL-1B inflam inh,KB-3-1 tox,KB-V1 cytotox,HT1080-NT tox,SW480 rerep
CCOC(=O)/C=C/C(=O)Nc1ccc(Oc2ccccc2)cc1,16µM*,-19%,16µM*,?,-73*,-18%,0%,7.3µM*,18%
Cn1nnnc1SCC(=O)NCc1cccc(C(=O)O)c1,-1%,9%,2%,-1%,0,1%,12%,2%,-13%
Cc1nnc(SCC(=O)NC2(C#N)CCCCC2)n1N,·,5%,0%,·,-17,-4%,5%,-3%,·
CC(C)c1ccc(OCC(=O)NC2CCCC2)cc1,-3%,-1%,15%,0%,3,20%,8%,26%,-24%
COc1ccc(S(=O)(=O)Nc2ccc(N3CCOCC3)cc2)cc1[N+](=O)[O-],6%,5%,2%,2%,11,-1%,18%,3%,-10%
CCn1c(CC(=O)Nc2ccc(F)cc2)nnc1SCC(=O)NC1CCCC1,7%,-1%,8%,-7%,4,-3%,0%,-1%,8%
Cc1ccc(O)c(NC(=O)CSc2n[nH]c(C)c2[N+](=O)[O-])c1,-12%,-2%,-21%,2%,38,-6%,2%,-14%,-10%
S=c1[nH]nc(C2CCCCC2)n1/N=C/C=C/c1ccccc1,?,-9%,-2%,-17%,-25,0%,?,-8%,-1%
Cc1ccccc1S(=O)(=O)N(C)C[C@H]1OCc2cnnn2CCCC(=O)N([C@@H](C)CO)C[C@H]1C,·,-3%,-8%,17%,9,4%,1%,-13%,·
CCCOc1ccc(OCCCCNC(C)CC)cc1 (stereo not drawn),27%,7%,6%,-24%,0,6%,8%,-15%,3%
COc1ccc(-c2cc(CNS(=O)(=O)c3cc(OC)ccc3OC)on2)cc1,-16%,-1%,7%,-10%,45,-1%,-8%,7%,-10%
CON(C)C(=O)CCN(Cc1ccccc1)C(=O)OC(C)(C)C,2%,-2%,9%,-7%,-3,-9%,-2%,27%,-13%

The listing continues.
Molecule,MCF10A rereplic,WRN inhibitor,HT1080 IDH1KD tx,ATXN2 expr inh,IL-1B inflam inh,KB-3-1 tox,KB-V1 cytotox,HT1080-NT tox,SW480 rerep
O=C(CCN1C(=O)c2ccccc2C1=O)N1CCN(c2ccccn2)CC1,-3%,-9%,6%,-4%,-4,0%,-1%,1%,-14%
Cc1ccc(NN=C2c3ccccc3-c3ccccc32)cc1,5%,-20%,-27%,35%,-15,0%,4%,2%,0%
Cc1c(C(=O)OCc2ccccc2)[nH]c2c1C(=O)CC(c1ccco1)C2 (stereo not drawn),?,50µM*,1.3µM*,-13%,0,0.58µM*,?,?,?
OCCOc1ccc(C2=NCCO2)cc1,-22%,11%,4%,19%,23,4%,4%,1%,-2%
COc1ccc(NC(=O)C2Cc3c(-c4ccc5c(c4)OCO5)ccnc3O2)cn1 (stereo not drawn),·,0%[57.1 µM],?,-30%,23,?,21µM*,5.8µM*,·
O=C(COc1ccc2ccc(=O)oc2c1)N1CCc2ccccc21,0%,-2%,19%,13%,6,21%,10%,9%,-7%
Cc1ccc([N+](=O)[O-])c(-c2n[nH]c(=S)n2-c2cccc(Cl)c2)c1,4%,-15%,-15%,3%,29,5%,16%,-10%,2%
Cc1nn(Cc2cccc(C(=O)NC3CCCCC3)c2)c(C)c1Cl,12%,-9%,-7%,14%,0,-19%,?,-5%,-1%
Cc1ccc(S(=O)(=O)NC(C)C(=O)N2CCOCCOCCOCC2)cc1 (stereo not drawn),-44%[inhibitor],3%[57.1 µM],12%,3%,9,1%,20%,6%,11%
CCn1cc(/C=N/NS(=O)(=O)c2ccc(C)cc2)c(C)n1,10%,-28%,-27%,15%,6,2%,?,1%,19%
Cc1cc(C)cc(NS(=O)(=O)c2c(C(=O)N3CCCCCC3)c(C)n(C)c2C)c1,0%,3%,3%,6%,-16,-12%,-25%,0%,-2%
CCc1ccc(N2CC(C(=O)Nc3cccc(C(=O)NC4CC4)c3)CC2=O)cc1 (stereo not drawn),7%,6%,-11%,-6%,28,17%,0%,-5%,22%

Quoted at random: 2 records from the list
Molecule,MCF10A rereplic,WRN inhibitor,HT1080 IDH1KD tx,ATXN2 expr inh,IL-1B inflam inh,KB-3-1 tox,KB-V1 cytotox,HT1080-NT tox,SW480 rerep
O=C(COc1ccc2ccc(=O)oc2c1)N1CCc2ccccc21,0%,-2%,19%,13%,6,21%,10%,9%,-7%
OCCOc1ccc(C2=NCCO2)cc1,-22%,11%,4%,19%,23,4%,4%,1%,-2%

Later entries:
Molecule,MCF10A rereplic,WRN inhibitor,HT1080 IDH1KD tx,ATXN2 expr inh,IL-1B inflam inh,KB-3-1 tox,KB-V1 cytotox,HT1080-NT tox,SW480 rerep
O=C(CNC(=O)c1ccncc1)N/N=C/c1cc(Br)ccc1OCc1ccccc1,?,-29%,?,?,?,-15%,-11%,?,?
O=C(CN1C(=O)NC2(CCCC2)C1=O)NCCc1ccc(Cl)cc1Cl,-6%,3%,28%,23%,-15,?,-14%,-2%,-1%
Cc1nnc(SCC(=O)NCCC2=CCCCC2)[nH]c1=O,0%,-2%,11%,12%,0,-14%,11%,8%,5%
CCOC(=O)C(=CNc1cc(C)ccc1C)C(=O)OCC,9%,-4%,14%,-7%,-24,-10%,13µM*,1%,-3%
CCOC(=O)c1cnc2c(ccc3ccccc32)c1NCCN(C)C,0%,3%,-6%,·,-58*,-5%,-23%,-20%,16%
CCCC1NC(=O)c2cccnc2-n2c1nc1ccc(Br)cc1c2=O (stereo not drawn),·,2%,10%,-11%,-17,9%,-17%,13%,·
COc1ccc(CC(=O)NCc2nnc(SCCOc3ccccc3)n2C)cc1,1%,-13%,-6%,-11%,-25,0%,-1%,-3%,-2%
CCOC(=O)C1=C(CS(=O)(=O)c2ccccc2)NC(=O)NC1c1ccc(OC)c(OC)c1 (stereo not drawn),-1%,9%,10%,0%,-2,3%,?,12%,3%
CCOC(=O)c1c(NC(=O)CC)sc(C(=O)NC2CCCC2)c1C,-1%,4%,8%,9%,0,8%,-26%,0%,-5%
Cc1ccc(N(C(=O)c2snc(C(N)=O)c2N)C(C(=O)NC2CCCC2)c2ccco2)cc1 (stereo not drawn),?,-17%,-12%,-21%,-7,?,0%,-14%,?
CC(C)(O)C1=C[N+](=O)CC=C1,·,-2%,3%,2%,16,13%,-3%,0%,·
Cc1cc(=O)oc2cc(OCC(=O)NCCCN3CCOCC3)ccc12,0%,3%,20%,0%,-4,-2%,?,7%,-2%

More records follow:
Molecule,MCF10A rereplic,WRN inhibitor,HT1080 IDH1KD tx,ATXN2 expr inh,IL-1B inflam inh,KB-3-1 tox,KB-V1 cytotox,HT1080-NT tox,SW480 rerep
CN(Cc1cccs1)CC(O)COCc1ccco1 (stereo not drawn),124%[0.0737 µM],-3%,-27%,9%,4,-1%,2%,-1%,1%
Cn1c(=S)[nH]c2scc(-c3cccs3)c2c1=O,?,-12%,-28%,-19%,49,?,?,-28%,0%
CC(=O)Nc1ccc(NC(=O)c2cc(S(=O)(=O)N3CCCCC3)ccc2C)cc1,-5%,1%,-1%,4%,12,-5%,28%,3%,-1%
C=C(C)Cn1c(SCC(=O)N/N=C/c2ccccc2)nc2ccccc2c1=O,?,-20%,-6%,-12%,0,-13%,?,-2%,8%
C=CCOc1cccc(C2/C(=C(\O)c3ccc4c(c3)OCCO4)C(=O)C(=O)N2CCN2CCOCC2)c1 (stereo not drawn),0%,4%,2%,5%,0,6%,-1%,2%,-2%
CC(OC(=O)c1cc(S(=O)(=O)N2CCOCC2)ccc1F)C(=O)NC1CCCC1 (stereo not drawn),1%,0%,3%,·,-16,3%,?,-1%,-7%
Cc1cc(C)cc(N2CC(C(=O)Nc3cc(C)on3)CC2=O)c1 (stereo not drawn),17%,-1%,5%,?,13,18%,?,-1%,1%
COc1ccc(S(=O)(=O)N2CCOCC2)cc1NC(=O)CSc1n[nH]c(=O)n1C1CC1,15%,0%,12%,14%,i,4%,7%,10%,4%
Cc1ccc(C(=O)Nc2ccccc2-c2ccccc2)cc1S(=O)(=O)Nc1ccccc1,-1%,-13%,?,?,-69*,?,?,?,-10%
O=C(NCCOCCOCCNC(=O)c1cccnc1)c1cccnc1,-7%,0%,3%,32%[activator],9,3%,34%,8%,-5%
CCCC(C)NC(=O)CSc1nnc2ccccn12 (stereo not drawn),-18%,-3%,26%,-19%,-12,-1%,-2%,22%,-34%
CCN(CCCNC(=O)CN(C)S(=O)(=O)c1cccc2nsnc12)c1cccc(C)c1,5%,-13%,-13%,-13%,?,-10%,-22%,-11%,5%

The list goes on.
Molecule,MCF10A rereplic,WRN inhibitor,HT1080 IDH1KD tx,ATXN2 expr inh,IL-1B inflam inh,KB-3-1 tox,KB-V1 cytotox,HT1080-NT tox,SW480 rerep
N#Cc1cccc(NC(=O)Cn2c3[n+](c4ccc(C(F)(F)F)cc42)CCCCC3)c1,2%,-6%,-5%,-2%,0,7%,-1%,3%,0%
Cc1ccc(-n2c(SCC(=O)N3CCCCC3)nc(O)c(Cc3ccccc3)c2=O)cc1,-8%,3%,0%,·,12,10%,7%,2%,-5%
COc1cc2c(cc1OC)[C@@H](NC(=O)CCc1ccccc1)[C@H](O)C2,-3%,7%,9%,3%,-5,6%,-6%,1%,-68%[inhibitor]
CCC(CO)Oc1cc(NC(=O)c2cccc([N+](=O)[O-])c2)c2ncn(C(C)C)c2c1 (stereo not drawn),-4%,-1%,17%,-14%,-19,-3%,-4%,11%,-4%
Cc1cc(/C=N/N2CCN(C)CC2)c(C)n1-c1ccc(Cl)cc1,19%,-2%,-24%,-7%,-6,4%,22%,?,-1%
